# Assay outcomes as filed in PubChem.
# GSH bead fluor = GSH bead compound fluorescence profile; GSH beads flow cytometry, compound fluorescence 488/530 nm; hits give high values; 0.25% of 190,000 active; fluorescence (KMESF) at 10 µM; in the data active = fluorescence above about 89;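 note: glutathione beads carrying GST-tagged Bcl family fusion proteins plus one bare bead set; values are compound well signal with DMSO vehicle wells as background; inactives centre near 16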
# ABCB1 inh = blocks JC-1 efflux by human ABCB1 transporter | P08183 | CCRF-Adr cells, flow cytometry | inhibition, % at 6.6 µM | 0.067% of 190,000 active | AID 1326; in the data active = inhibition above about 40%;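 note: 0% = vehicle and 100% = reference inhibitor; higher value means more JC-1 retained so stronger ABCB1 efflux block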
# Avidin bead fluor = avidin bead compound fluorescence profile. Avidin beads, compound fluorescence 488/530 nm, flow cytometry; hits give high values. fluorescence (KMESF) at 10 µM. 0.38% of 220,000 active. AID 1775; in the data active = fluorescence above about 47; note: inactives centre near 10
# Bcl-XL Bim block = human Bim-Bcl-XL interaction inhibition; AID 1007; inhibition, % at 10 µM; Q07817; Bim peptide-Bcl-XL binding, bead flow cytometry, fluorescence; 0.04% of 190,000 active
# ABCG2 inh = human ABCG2 inhibition, ABCB1 as counter-screen; Q9UNQ0; IgMXP3 cells, JC-1 efflux, flow cytometry; inhibition, % at 6.6 µM; 0.1% of 190,000 active; AID 1325;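 active = inhibition above 80%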;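 note: 0% = DMSO and 100% = nicardipine control wells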
#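 Measure – % inhibition of efflux relative to nicardipine and DMSO · Test system – ABCG2 IgMXP3 and barcoded ABCB1 CCRF-Adr cell mix · Control set – nicardipine as high control, DMSO as low control · Compound – one concentration, 6.6 µM final · Signal – flow cytometry of retained JC-1 fluorescence · Timing – 10 min exposure at 25 °C with rotation, no wash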
# Bcl-2 Bim block = human Bim-Bcl-2 interaction inhibition; P10415; Bead-based flow cytometry, Bim peptide-Bcl-2 binding; inhibition, % at 10 µM; 0.06% of 190,000 active; AID 950; in the data active = inhibition above about 40%; inconclusive = no clear call, values can overlap the other calls;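 note: 0% = no compound wells with probe peptide and 100% = reference peptide inhibitor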
# Target sequence (P10415 whole entry, looked up): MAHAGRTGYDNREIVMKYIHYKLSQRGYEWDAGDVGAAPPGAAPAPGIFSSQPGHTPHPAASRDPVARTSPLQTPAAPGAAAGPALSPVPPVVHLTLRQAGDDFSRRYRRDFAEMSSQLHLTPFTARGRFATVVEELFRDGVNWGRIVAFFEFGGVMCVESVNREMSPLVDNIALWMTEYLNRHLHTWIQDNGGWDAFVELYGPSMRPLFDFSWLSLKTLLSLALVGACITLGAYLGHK
# Bfl-1 Bim block = inhibitors of Bim-Bfl-1 interaction, human; Q16548; Bead-based flow cytometry, Bim-Bfl-1 binding inhibition; inhibition, % at 10 µM; 0.12% of 190,000 active; AID 1008;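 note: 0% = wells without compound plus tracer and 100% = blocker peptide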
# RGS7-Gao = regulators of human RGS7-Galphao interaction; AID 1439; P09471; 0.35% of 220,000 active; binding response (% of control), % at 10 µM; Multiplexed bead flow cytometry, RGS7-Galphao binding; actives lie on both sides; in the data active = binding response below about 49% or above about 150%; inconclusive = no clear call, values can overlap the other calls; inactive = in between;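 note: fluorescent Galphao held in activated GDP-AlF4 state binding bead-coupled RGS7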
# Target sequence (P09471 whole entry, looked up): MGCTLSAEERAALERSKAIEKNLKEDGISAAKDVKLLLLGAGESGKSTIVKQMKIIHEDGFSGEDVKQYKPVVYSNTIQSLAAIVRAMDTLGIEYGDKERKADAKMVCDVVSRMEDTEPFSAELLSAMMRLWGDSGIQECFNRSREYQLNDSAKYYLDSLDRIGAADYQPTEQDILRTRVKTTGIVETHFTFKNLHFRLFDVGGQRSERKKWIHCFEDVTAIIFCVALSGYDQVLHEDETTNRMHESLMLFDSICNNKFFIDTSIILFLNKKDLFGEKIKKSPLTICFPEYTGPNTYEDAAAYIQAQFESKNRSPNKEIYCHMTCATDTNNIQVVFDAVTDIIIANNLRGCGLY
# Bim-Bcl-W = disrupts Bim peptide binding to human Bcl-W | Q92843 | bead-based flow cytometry | inhibition, % at 10 µM | 0.02% of 190,000 active | AID 952;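 note: 0% = bound tracer without compound and 100% = peptide blocker; higher means less fluorescent Bim peptide bound to Bcl-W beads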
# Target sequence (Q92843 whole entry, looked up): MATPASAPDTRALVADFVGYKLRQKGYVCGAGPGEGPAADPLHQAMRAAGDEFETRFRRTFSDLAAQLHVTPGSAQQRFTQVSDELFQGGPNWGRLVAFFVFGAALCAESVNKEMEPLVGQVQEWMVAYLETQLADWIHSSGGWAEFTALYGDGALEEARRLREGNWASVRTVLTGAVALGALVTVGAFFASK
# RGS4-Gao reg = modulates binding of RGS4 to human Galphao | P09471 | Multiplexed bead flow cytometry; actives lie on both sides | binding response (% of control), % at 10 µM | 0.33% of 220,000 active | AID 1415; in the data active = binding response below about 49% or above about 150%; inactive = in between;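 note: fluorescent Galphao activated with aluminum fluoride binding bead-coupled RGS4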
# Bim-Bcl-B = inhibitors of Bim-Bcl-B interaction, human | Q9HD36 | bead-based flow cytometry, Bim peptide-Bcl-B binding | inhibition, % at 10 µM | 0.073% of 190,000 active;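 note: 0% = tracer peptide without compound and 100% = reference inhibitor peptide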
# Target sequence (Q9HD36 whole entry, looked up): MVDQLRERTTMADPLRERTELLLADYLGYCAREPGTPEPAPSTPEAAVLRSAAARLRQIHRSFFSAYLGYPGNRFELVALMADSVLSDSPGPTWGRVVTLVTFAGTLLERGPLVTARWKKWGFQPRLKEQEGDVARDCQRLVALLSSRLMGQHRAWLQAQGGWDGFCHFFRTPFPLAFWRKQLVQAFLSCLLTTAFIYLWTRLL
# Numbers without * were called inactive; ? = inconclusive; . = no result given. Cut-off read from the data, not from the text of the source, unless noted: active = inhibition above about 40%.
1. C=CCNC(=S)Nc1ccc(Br)cc1F
2. CN(C)CCCNCCCCNC(=O)/C=N/O
3. CCOc1ccc(S(=O)(=O)N(C(=O)c2ccco2)c2cc3sc(=O)oc3c3ccccc23)cc1
4. CS(=O)(=O)N1CCCC(C(=O)NCCCN2CCC(Cc3ccccc3)CC2)C1 (stereo unspecified)
5. Cc1ccc(C(=O)NCc2ccco2)cc1S(=O)(=O)N1CCOCC1
6. Cc1ccc(-c2nnc3c(C(F)(F)F)nc4ccccc4n23)cc1
7. c1ccc2c(-c3ccncc3)c[nH]c2c1
8. CCOC(=O)CSc1nnc(-c2ccc(NS(=O)(=O)c3ccc(C)cc3)cc2)o1
assay / compound	1	2	3	4	5	6	7	8
GSH bead fluor	9	11	6	15	27	47	11	9
ABCB1 inh	-0.8	0.1	-0.2	0.5	0.7	1.2	0.4	-0.1
Avidin bead fluor	10	12	1	12	11	8	21	5
Bcl-XL Bim block	-5	0	-2	-5	-1	-13	-4	-1
ABCG2 inh	-5	0	-2	2	4	8	3	1
Bcl-2 Bim block	-6	-7	2	-7	0	-11	-1	1
Bfl-1 Bim block	-16	-8	0	-9	0	-9	-3	-2
RGS7-Gao	104	100	99	101	90	100	104	93
Bim-Bcl-W	-2	2	0	2	-4	0	0	-2
RGS4-Gao reg	100	102	97	104	85	100	104	96
Bim-Bcl-B	-14	-8	-5	-7	-1	-6	-1	0

9. COC(=O)COc1cccc(NC(=O)c2cccs2)c1
10. O=C(C1COc2ccccc2O1)N1CCc2ccccc2C1 (stereo unspecified)
11. CCCC(=O)Nc1ccc(Cl)c(NC(=O)c2cccnc2Cl)c1
12. COC(=O)C1=C(C)N(CCc2c[nH]c3ccc(OC)cc23)C(=O)C1
13. CCO/C(C)=C1\C(=O)N(CC)c2ccccc21
14. O=C(c1ccc(Cl)cc1)c1cnc(-c2ccc(Cl)cc2)s1
15. O=C(Cn1cnc2ccccc21)NCCCN1CCOCC1
16. COc1cc2[nH]c(=S)n(Cc3ccco3)c(=O)c2cc1OC
assay / compound	9	10	11	12	13	14	15	16
GSH bead fluor	29	23	29	13	15	12	9	6
ABCB1 inh	0.1	0.4	0.1	-0.2	0.3	0.5	0.2	0.4
Avidin bead fluor	7	15	9	9	8	41	9	7
Bcl-XL Bim block	1	-2	-1	2	19	-2	-2	3
ABCG2 inh	8	1	6	4	2	1	0	2
Bcl-2 Bim block	0	-27	0	3	18	-2	-3	0
Bfl-1 Bim block	0	3	-1	6	20	-1	-5	4
RGS7-Gao	99	102	99	102	98	104	101	109
Bim-Bcl-W	2	-5	0	3	8	-1	5	7
RGS4-Gao reg	99	101	98	100	101	106	100	101
Bim-Bcl-B	-1	-2	-2	0	13	0	-5	-14

17. Cc1ccccc1Nc1nc(-c2ccccc2)c(C(=O)Nc2cccnc2)s1
18. CSc1sc(C(=O)O)c(C)c1C(C)=O
19. CCOc1cc(C(=O)NCC(=O)N/N=C/c2sccc2C)cc(OCC)c1OCC
20. CCn1c(SCC(=O)Nc2cc(C)on2)nnc1-c1ccco1
21. N#CCCN(C1CCCCC1)S(=O)(=O)CCOc1ccccc1
22. COc1cc(C(=O)OC(C)C(=O)NCC2CCCCC2)cc(NC(=O)c2ccco2)c1OC (stereo unspecified)
23. Clc1ccc2nc3c4ccccc4cnn3c2c1
24. O=C(CCCSc1nc2ccccc2s1)NC1=NCCS1
assay / compound	17	18	19	20	21	22	23	24
GSH bead fluor	11	24	18	35	6	17	16	31
ABCB1 inh	1.9	-6.1	0.2	0.3	0.2	3.2	0.1	0.3
Avidin bead fluor	12	3	10	8	7	11	4	7
Bcl-XL Bim block	-3	3	0	9	-6	0	1	-4
ABCG2 inh	13	-10	8	0	1	8	2	4
Bcl-2 Bim block	-5	3	5	-4	-10	0	0	-1
Bfl-1 Bim block	-3	1	-4	-9	-10	1	-7	3
RGS7-Gao	100	100	?	99	96	97	94	97
Bim-Bcl-W	-3	-2	0	-2	2	0	0	1
RGS4-Gao reg	98	99	101	106	96	99	95	98
Bim-Bcl-B	-4	0	-1	-6	-8	0	0	-2

25. Cc1cccc(NC(=O)/C(=C/c2cccc([N+](=O)[O-])c2)NC(=O)c2cccs2)c1
26. CSc1nc(C)cc(OCC(=O)n2nc(C)cc2C)n1
27. CC(C)CC(=O)/C=C/n1c(=S)oc2ccccc21
28. O=C(O)CCCC(=O)Nc1cccc([N+](=O)[O-])c1
29. CC(=O)Nc1ccc(S(=O)(=O)NCc2csc(C)n2)cc1
30. Cc1sc(CO)c(Sc2ccccc2)c1C(=O)O
31. c1ccc2[nH]c(CSc3nc4ccccc4s3)nc2c1
32. CCC(O)c1cc2c(cc1NC(=O)c1ccc(C)cc1)OCCO2 (stereo unspecified)
assay / compound	25	26	27	28	29	30	31	32
GSH bead fluor	13	4	6	11	21	35	15	23
ABCB1 inh	1.0	0.2	0.1	0.2	0.8	0.2	0.5	0.6
Avidin bead fluor	13	10	4	11	.	10	6	10
Bcl-XL Bim block	-5	-3	-4	0	-5	-1	-3	-3
ABCG2 inh	3	3	1	3	2	1	3	7
Bcl-2 Bim block	-9	-3	-4	0	-12	-9	-1	-7
Bfl-1 Bim block	-8	-3	0	-3	-1	-10	-13	-9
RGS7-Gao	101	103	107	?	.	99	94	101
Bim-Bcl-W	-2	-1	-2	2	-1	0	1	-1
RGS4-Gao reg	98	102	104	100	.	99	91	102
Bim-Bcl-B	-6	-2	-6	0	-3	-8	-6	-9

33. CCOc1ccc(-c2nnn(CC(=O)NCc3ccco3)n2)cc1OCC
34. N#CC12CCCCC1CC1CCCCC1(C#N)N2CCO (stereo unspecified)
35. Cc1c(N=Cc2c(O)n(C)c(=O)c3ccccc23)c(=O)n(-c2ccccc2)n1C
36. Cc1ccc(-c2nsc3c(N4CCC(C(N)=O)CC4)ncnc23)cc1
37. O=C(NCCOc1ccccc1)c1ncn[nH]1
38. CCC(=O)N1CCc2cc(Br)cc(S(=O)(=O)N3CCN(C(=O)c4ccco4)CC3)c21
39. CCOc1ccc2nc(/N=C/c3nc(-c4ccccc4)oc3O)sc2c1
40. CC(=O)Nc1ccc(NC(=O)CCn2c(=S)oc3ccccc32)cc1
assay / compound	33	34	35	36	37	38	39	40
GSH bead fluor	15	22	30	25	25	21	19	15
ABCB1 inh	0.2	0.2	3.2	0.5	1.1	0.1	-1.5	0.6
Avidin bead fluor	7	9	12	15	10	14	13	23
Bcl-XL Bim block	-7	7	3	-3	-7	-1	-9	-2
ABCG2 inh	1	1	12	5	5	0	-10	1
Bcl-2 Bim block	-2	-8	-11	0	-7	-4	-7	-2
Bfl-1 Bim block	-2	-15	-12	-1	-12	-4	-2	-5
RGS7-Gao	101	99	99	102	93	91	103	111
Bim-Bcl-W	-5	0	0	-1	0	0	-7	-4
RGS4-Gao reg	101	104	98	103	92	96	104	103
Bim-Bcl-B	-8	-5	-14	0	-6	-11	-13	-6

41. Cc1cccc2nc(CSc3nc4ccccc4[nH]3)cn12
42. COc1ccc(/C=C2\SC(=S)N(CC(=O)NNC(=O)c3ccncc3)C2=O)cc1
43. Cc1ccccc1N(C(=O)Cc1cccs1)C(C(=O)NC1CCCCC1)c1cn(C)nc1C (stereo unspecified)
44. O=C(O)C1C2C=CC(C2)C1C(=O)NCc1cccnc1 (stereo unspecified)
45. CCc1ccc(C(=O)COC(=O)c2cnccn2)cc1
46. O=C(NCCc1ccccc1)c1cc2sccc2n1Cc1ccccc1
47. O=C(Nc1ccccc1-c1ccccc1)C1CCC1
48. Cn1c(=O)c2c(nc(SCC(=O)N3CCCCCC3)n2C)n(C)c1=O
assay / compound	41	42	43	44	45	46	47	48
GSH bead fluor	16	10	13	.	44	12	23	11
ABCB1 inh	0.2	-0.6	0.9	1.8	1.0	0.3	0.3	1.1
Avidin bead fluor	2	10	12	5	40	12	11	22
Bcl-XL Bim block	-4	0	-5	.	-2	0	-3	-4
ABCG2 inh	1	-3	0	2	3	12	1	9
Bcl-2 Bim block	-4	0	-2	?	-9	-5	-5	-2
Bfl-1 Bim block	-10	1	-11	.	-10	-9	-8	0
RGS7-Gao	89	104	103	95	101	101	99	105
Bim-Bcl-W	0	1	-5	.	-4	2	-1	-4
RGS4-Gao reg	100	98	104	92	103	100	101	103
Bim-Bcl-B	-7	-1	-7	.	-4	-8	-2	-4

49. CCCN1C(=O)C(NS(=O)(=O)c2ccc(N)cc2)(C(F)(F)F)C(C(=O)OC)=C1C (stereo unspecified)
50. Cn1c(SCCC#N)nnc1-c1ccccc1F
51. Cc1sc(NC(=O)c2ccco2)c(CN2CCN(c3ccc(F)cc3)CC2)c1C
52. O=C(CSc1nnc(-c2ccc(S(=O)(=O)N3CCCC3)cc2)n1CC1CCCO1)NC1CC1 (stereo unspecified)
assay / compound	49	50	51	52
GSH bead fluor	29	16	40	41
ABCB1 inh	-0.3	1.2	1.0	0.5
Avidin bead fluor	13	10	9	4
Bcl-XL Bim block	-6	-2	-11	2
ABCG2 inh	-1	3	18	1
Bcl-2 Bim block	-6	-4	-16	-5
Bfl-1 Bim block	-17	-6	-8	-4
RGS7-Gao	100	?	101	102
Bim-Bcl-W	-2	-2	-3	0
RGS4-Gao reg	99	103	104	93
Bim-Bcl-B	-8	-7	-19	-3

# Sorted by SMILES length (smallest number first): part of the list above.
50. Cn1c(SCCC#N)nnc1-c1ccccc1F
44. O=C(O)C1C2C=CC(C2)C1C(=O)NCc1cccnc1 (stereo unspecified)
46. O=C(NCCc1ccccc1)c1cc2sccc2n1Cc1ccccc1
48. Cn1c(=O)c2c(nc(SCC(=O)N3CCCCCC3)n2C)n(C)c1=O
51. Cc1sc(NC(=O)c2ccco2)c(CN2CCN(c3ccc(F)cc3)CC2)c1C
43. Cc1ccccc1N(C(=O)Cc1cccs1)C(C(=O)NC1CCCCC1)c1cn(C)nc1C (stereo unspecified)
49. CCCN1C(=O)C(NS(=O)(=O)c2ccc(N)cc2)(C(F)(F)F)C(C(=O)OC)=C1C (stereo unspecified)
assay / compound	50	44	46	48	51	43	49
GSH bead fluor	16	.	12	11	40	13	29
ABCB1 inh	1.2	1.8	0.3	1.1	1.0	0.9	-0.3
Avidin bead fluor	10	5	12	22	9	12	13
Bcl-XL Bim block	-2	.	0	-4	-11	-5	-6
ABCG2 inh	3	2	12	9	18	0	-1
Bcl-2 Bim block	-4	?	-5	-2	-16	-2	-6
Bfl-1 Bim block	-6	.	-9	0	-8	-11	-17
RGS7-Gao	?	95	101	105	101	103	100
Bim-Bcl-W	-2	.	2	-4	-3	-5	-2
RGS4-Gao reg	103	92	100	103	104	104	99
Bim-Bcl-B	-7	.	-8	-4	-19	-7	-8
